TDP1 inh: inhibitors of human tyrosyl-DNA phosphodiesterase TDP1; Q9NUW8; recombinant TDP1, AlphaScreen DNA substrate cleavage; Potency, µM (highest dose often 130 µM), inactives show at the highest dose activity change, negative = inhibition, hits mostly inhibitors; hit rate 0.28% among 350,000; AID 485290; note: nearly all actives have a fitted effect of over 40% in size
Target sequence (Q9NUW8 whole entry, looked up): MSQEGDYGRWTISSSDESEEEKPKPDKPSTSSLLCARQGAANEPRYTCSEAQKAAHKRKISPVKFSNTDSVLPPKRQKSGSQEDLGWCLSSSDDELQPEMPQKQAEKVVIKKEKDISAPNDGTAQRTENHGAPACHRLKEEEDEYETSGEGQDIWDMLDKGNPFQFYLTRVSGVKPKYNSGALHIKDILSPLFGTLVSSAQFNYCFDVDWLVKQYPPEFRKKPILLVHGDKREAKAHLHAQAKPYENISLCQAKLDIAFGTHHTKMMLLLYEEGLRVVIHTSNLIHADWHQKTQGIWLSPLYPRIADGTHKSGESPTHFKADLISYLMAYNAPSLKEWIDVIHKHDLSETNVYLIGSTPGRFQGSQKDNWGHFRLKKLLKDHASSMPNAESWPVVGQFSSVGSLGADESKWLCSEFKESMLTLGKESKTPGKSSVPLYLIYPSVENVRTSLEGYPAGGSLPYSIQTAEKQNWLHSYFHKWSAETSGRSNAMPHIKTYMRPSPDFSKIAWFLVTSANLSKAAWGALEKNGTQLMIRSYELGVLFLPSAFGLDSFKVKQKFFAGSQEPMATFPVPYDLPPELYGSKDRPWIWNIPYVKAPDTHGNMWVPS
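Compounds were preincubated with Tdp1 (1 nM final) for 15 min at room temperature before substrate (15 nM final) started a 5 min reaction; beads (10 ug/ml final) were then added for 10 min before AlphaScreen detection.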
TDP1 cell noCPT: qHTS for Inhibitors of human tyrosyl-DNA phosphodiesterase 1 (TDP1): qHTS in cells in absence of CPT; DT40 Tdp1-/- hTDP1 cells, no CPT, ATP luminescence, 48 h; Potency, µM (top dose mostly 46.2 µM), for the others: at the top dose activity change, negative = growth inhibition, usual class: inhibitors; hit rate 15% among 420,000; AID 686978, 2013; note: nearly all actives have a fitted effect of over 55% in size
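Chicken DT40 Tdp1-/- cells complemented with human TDP1, screened without camptothecin (DMSO vehicle only), 400 cells/well. Compounds pin-transferred, cells incubated at 37 °C for at least 48 hr. Growth read as ATP-dependent luminescence (CellTiter-Glo, 30 min at RT).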
DT40 TDP1 CPT: DT40-hTDP1 cell growth loss with CPT; AID 686979; chicken DT40 Tdp1-/-;hTDP1 cells + 20 nM CPT, ATP luminescence, 48 h; hit rate 12% among 420,000; Potency, µM (series often up to 46.2 µM), inactives show at the highest dose activity change, negative = growth inhibition, hits mostly inhibitors; note: nearly all actives have a fitted effect of over 55% in size
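Chicken DT40 Tdp1-/- cells stably complemented with human TDP1 were seeded at 400 cells/well in medium containing 20 nM camptothecin, exposed to pin-transferred compounds, and grown at 37 °C for at least 48 hr. Viability was read as ATP luminescence.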
* hit, by the source's call; ? = inconclusive; . = not tested or not shown; & = joins results of further samples; [ ] = another dose, or the depositor's remark. Calls come from the whole dose curve; as a rule, active = well fitted curve in the direction sought with a large enough effect; inconclusive = small, poorly fitted or top-dose-only effect, or another doubt; inactive = no such curve, though single readings can be large; an effect the other way counts as inactive or inconclusive. % is set by controls: 0 for no effect and ±100 for the full control effect; potency is the fitted concentration of half-maximal effect. No enrichment for hits; about 18% have a hit in one of these screens.

Second line of a record: TDP1 inh	TDP1 cell noCPT	DT40 TDP1 CPT
- O=C(NCCNC(=O)c1cccs1)c1ccco1
    0.7%	7.5%	1.5%
- CCOC(=O)[C@]12CCC=C1N(Cc1ccc(Cl)cc1Cl)C(=O)[C@H](CC(=O)NCCCOC)C2
    .	16.4µM*	?
- CN(C)S(=O)(=O)c1cccc(-c2nnc(SCc3cc(Cl)cc4c3OCOC4)n2N)c1
    5.8%	?	?
- CCOCCOCCC(C(=O)O)P(=O)(c1ccccc1)c1ccccc1 (centres undefined)
    -2.3%	9.0%	-9.6%
- CCOC(=O)N1CCN(C(=O)c2csc3c2CCCCC3)CC1
    6.8%	?	-28.7%
- NC(c1ccc(F)c(F)c1)c1nc(-c2ccc3ccccc3c2)cs1 (centres undefined)
    .	?	?
- S=c1ccc2ccccc2[nH]1
    1.2%	?	13µM*
- O=C(NCCOc1ccccc1)c1ccccc1F
    .	6.6%	-3.5%
- CCCCN1CC[C@H]2C=CC[C@@H](C(=O)Nc3ccc(Cl)c(C(F)(F)F)c3)[C@H]2C1=O
    .	10µM*	?
- C/C(=N/Nc1ncc(Br)cn1)c1ccc([N+](=O)[O-])cc1
    .	-6.7%	-14.3%
- Cc1ccc(-c2onc3ccc(Cl)cc23)cc1
    4.7%	?	-13.6%
- O=C(Nc1ccccc1F)NC1CCCCCCC1
    -0.2%	-1.2%	-13.3%
- CCN(CC(=O)Nc1cc(Cl)ccc1OC)CC(=O)NC1CCS(=O)(=O)C1 (centres undefined)
    .	-25.1%	-4.0%
- COc1ccc(C(CNC(=O)c2cccc(S(=O)(=O)N3CCCCC3)c2)N2CCCC2)cc1 (centres undefined)
    0.8%	-9.0%	-25.9%
- CC1CCN(C(=O)Cn2ncc3c4ccccc4n(C)c3c2=O)CC1
    .	-22.6%	-19.3%
- C/C(CC(=O)Nc1cccc(C(F)(F)F)c1)=N\NC(=O)c1cnccn1
    11.9%	-20.2%	3.4%
- CN(C(=O)c1cccc(NC(=O)Cc2cccc(NC(=O)C3CCCN(C(=O)CCc4ccccc4)C3)c2)c1)C1CCC1 (centres undefined)
    .	20.6µM*	?
- COc1cccc(NC(=O)CN(C)C(=O)CCNC(=O)c2ccccc2Cl)c1
    0.3%	10.7%	10.1%
- CCCCN1C(=O)CC(N2CCOCC2)C1=O (centres undefined)
    0.0%	-2.0%	-24.2%
- CC1(C)CC(=O)C(C(C2=C(O)CC(C)(C)CC2=O)c2ccc(Br)s2)C(=O)C1 (centres undefined)
    0.0%	7.31µM*	13µM*
- O=C(CCNc1ccc(F)cc1)c1cc2ccccc2o1
    7.7%	16.4µM*	8.2µM*
- Cn1c(N)c(C(=O)COC(=O)/C=C/c2ccccc2F)c(=O)n(C)c1=O
    -0.2%	5.2%	5.4%
- CCCCN(CC)CCCNC(=S)Nc1ccc2nc3n(c(=O)c2c1)CCCCC3
    2.6%	-5.1%	-3.4%
- CNS(=O)(=O)c1ccc(CNC[C@H]2O[C@@H](n3cnc(C(N)=O)n3)[C@H](O)[C@@H]2O)cc1
    .	12.5%	-2.6%
- Cc1cc(C)c(OCCN2CC(C)OC(C)C2)c(Br)c1 (centres undefined)
    0.0%	16.4µM*	?
- COc1ccc(CNC(=O)c2ccc(C(C)C)cc2)cc1
    -3.7%	-8.3%	20.3%
- CCCCC(=O)Nc1cccc(OCc2cc(=O)n3ccccc3n2)c1
    2.7%	-20.4%	1.0%
- C[C@@H]1CN([C@@H](C)CO)C(=O)CCCn2nncc2CO[C@@H]1CN(C)S(=O)(=O)c1ccc(Oc2ccccc2)cc1
    .	?	?
- O=C(COC(=O)CCc1nc2ccccc2c(=O)[nH]1)NC(c1ccccc1)c1ccccc1
    -1.2%	5.8%	-8.4%
- O=[N+]([O-])c1ccc(-n2nnnc2CN2CCCCC2)cc1
    8.3%	-12.5%	-24.8%
- CCOC(=O)CCSc1nnc(-c2cccnc2)n1-c1ccccc1OC
    -2.1%	-7.0%	-22.2%
- NNC(=O)Cn1c(-c2ccccc2)cc(=O)n2ncnc12
    .	2.0%	-2.0%
- Cc1ccc(C(=O)C2=C(O)C(=O)N(CC3CCCO3)C2c2ccccc2F)o1 (centres undefined)
    0.8%	?	0.3%
- CCC(C(=O)NC1CCCC1)N(C(=O)Cn1nnc(-c2cccs2)n1)c1cnc2ccccc2c1 (centres undefined)
    2.1%	4.1%	-9.8%
- O=C(NCC1CCCO1)C1CCN(S(=O)(=O)c2cccnc2)CC1 (centres undefined)
    6.9%	-15.4%	3.2%
- O=C(O)/C=C\C(=O)Nc1ccc(OCc2ccccc2)cc1
    5.8%	4.0%	-0.9%
- CN(CC(=O)Nc1ccc(F)cc1)C(=O)CSc1nnc(Cc2ccccc2)o1
    0.1%	-23.3%	?
- COc1cccc(CN(C)S(=O)(=O)c2ccc3c(c2)OCCO3)c1
    1.9%	?	?
- NC(COCc1ccccc1)c1csc(Nc2cc(Oc3ccccc3)ncn2)n1 (centres undefined)
    .	25.9µM*	?
- COc1ccc(NC2CCCN(C(=O)c3cc(CC(C)C)nc(N)n3)C2)cc1 (centres undefined)
    4.8%	20.5%	-23.3%

Carrying on:
SMILES | TDP1 inh | TDP1 cell noCPT | DT40 TDP1 CPT
NS(=O)(=O)c1ccc(NC2=CC(c3ccc([N+](=O)[O-])cc3)N(c3ccc(S(N)(=O)=O)cc3)C2=O)cc1 (centres undefined) | 2.6% | 9.2% | -1.8%
COC(=O)C1CCN(S(=O)(=O)c2ccc(N3CCCCS3(=O)=O)cc2)CC1 | 3.8% | -22.8% | -14.0%
Cc1ccc(-c2ccnc(-n3ncc(C(=O)N(C)CC4CCCN(C)C4)c3C)n2)o1 (centres undefined) | . | -4.6% | 29.3%
NCc1ccccc1CC(=O)N[C@@H]1C(=O)N2C(C(=O)O)=C(CSc3nnnn3CC(=O)O)CS[C@H]12 | . | 0.5%[21.1 µM] | 12.8%[21.1 µM]
Cc1cc(C)n(-c2cc(C(C)(C)C)nc3c(-c4ccccc4)cnn23)n1 | -1.4% | ? | -21.1%
COC(C(=O)Nc1ccnn1C1CCN(C(=O)c2cccc(F)c2)CC1)c1ccccc1 (centres undefined) | 3.8% | -4.3% | -6.7%
COc1ccc(NC(=O)c2ccc(NCCCN3CCOCC3)c([N+](=O)[O-])c2)cc1 | 1.8% | 18.4µM* | 20.6µM*
COc1ccc(NC(=O)/C=C/c2cc(OC)c(OC)c(OC)c2)cn1 | 4.6% | 14.1% | -0.5%
COCCNC(=O)Cn1cnc2sc(C)c(S(=O)(=O)N3CCN(c4ccccc4OC)CC3)c2c1=O | 2.6%&5.9% | -8.4%&-23.2% | 10.5%&-0.2%
COC(=O)Nc1snnc1C | 5.1% | -18.9% | -0.1%
Cc1ccccc1CC1(CO)CCCN(C(=O)c2ccc(F)cc2)C1 (centres undefined) | 0.0% | ? | ?
CCN1CCN(c2cc(=O)n(Cc3ccc(F)cc3)c(=O)[nH]2)CC1 | -10.4% | 1.7% | 0.6%
Cc1cccc(N2CCN(C(=O)CSc3ccsc3[N+](=O)[O-])CC2C)c1 (centres undefined) | 0.0% | ? | -1.4%
CS(=O)(=O)Nc1ccc(C(=O)NCCC2=CCCCC2)cc1 | -2.0% | -23.3% | -25.7%
CN(C)C1=NC[C@H](Cc2ccccc2)N1CCc1ccc(F)cc1 | -3.2% | -29.6% | ?
N#Cc1c(-c2cccc(Br)c2)cc(-c2cccnc2)nc1N | -5.6% | ? | ?
CN(CCc1ccccc1)C(=O)c1ccc(NC(=O)Cc2cccc(NC(=O)C3CCN(C(=O)C4CC4)CC3)c2)cc1 | . | -15.0% | -6.1%
Cc1cc(-c2ccc(N3C(=O)CCC3=O)c(C)c2)ccc1N1C(=O)CCC1=O | 3.0% | -15.4% | -1.2%
CCc1ccc(OCC(=O)O/N=C(\N)c2ccncc2)cc1 | -5.2% | -14.4% | ?
CCCCc1ccc(CC(=O)Nc2cc(S(=O)(=O)N3CCOCC3)ccc2O)cc1 | 3.2% | ? | -27.3%
CCOc1ccc(CCNC(=O)CSc2nnnn2C)cc1OCC | -2.5% | 11.5% | 4.4%
CCOC(=O)c1c(NC(=O)CSc2nnc(-c3cccnc3)o2)sc(C)c1C | 2.5% | 9.8% | 0.3%
CCNc1[nH]c(=O)n(C)c(=O)c1N=O | 3.9% | -4.0% | 4.0%
COc1ccccc1Nc1ncc(-c2cccs2)s1 | 8.8% | -6.3% | -0.7%
O=C(CN(C(=O)c1csnn1)c1ccccc1F)NCc1ccc2c(c1)OCO2 | 1.4% | -2.1% | 11.0%
COCCCNC(=O)C1CCN(C(=O)c2cc3sccc3n2Cc2ccc(Cl)cc2)CC1 | 1.0% | 20.6µM* | 13µM*
O=c1c(-c2ccc(O)cc2)coc2cc(OC3OC(CO)C(O)C(O)C3O)ccc12 (centres undefined) | 2.7% | -1.1% | 1.4%
O=C(CSc1nnnn1C1CC1)Nc1cc(S(=O)(=O)N2CCCC2)ccc1Cl | -0.5% | -25.7% | -24.3%
CC1CCCCC1Nc1ncnc2sccc12 (centres undefined) | 7.3% | ? | 18.4µM*
COc1ccc(CNC(=O)C[C@@H]2CC[C@@H](NS(=O)(=O)c3cccc(OC)c3)[C@@H](CO)O2)cc1 | . | -24.1% | 2.2%

Next part (4 carried over from the part before).
SMILES | TDP1 inh | TDP1 cell noCPT | DT40 TDP1 CPT
O=c1c(-c2ccc(O)cc2)coc2cc(OC3OC(CO)C(O)C(O)C3O)ccc12 (centres undefined) | 2.7% | -1.1% | 1.4%
O=C(CSc1nnnn1C1CC1)Nc1cc(S(=O)(=O)N2CCCC2)ccc1Cl | -0.5% | -25.7% | -24.3%
CC1CCCCC1Nc1ncnc2sccc12 (centres undefined) | 7.3% | ? | 18.4µM*
COc1ccc(CNC(=O)C[C@@H]2CC[C@@H](NS(=O)(=O)c3cccc(OC)c3)[C@@H](CO)O2)cc1 | . | -24.1% | 2.2%
CCCCn1c(N)c(N(CC(C)C)C(=O)C2CCN(S(=O)(=O)c3ccc(C)c(C)c3)CC2)c(=O)[nH]c1=O | -0.9%[56.1 µM] | -7.2% | ?
O=C(CCCOc1ccc(Cl)cc1Cl)NCCc1ccccn1 | . | -29.4% | -15.0%
O=C(CN(C1CCCCC1)S(=O)(=O)c1ccccc1)NCc1cccnc1 | 4.5%[56.1 µM] | -20.9% | -17.8%
COc1ccc(Nc2ncc(C(=O)O)c3ccccc23)cc1 | 1.6% | -4.0% | -6.9%
O=C(c1[nH]c(C(F)(F)F)nc1-c1ccccc1)N1CCc2ccccc2C1 | . | -22.1% | 0.8%
COc1ccc(N2CSC(=S)N(c3ccc(OC)cc3)C2)cc1 | . | 14.6µM* | 16.4µM*
COc1cc(Cl)c(NS(=O)(=O)c2ccc(-c3ccc(=O)[nH]n3)o2)c(OC)c1 | -13.6% | 25.8% | -2.3%
Cc1ccccc1N1CC(O)(c2cccs2)[N+]2=C1CCCC2 (centres undefined) | 0.0% | 1.7% | 14.8%
COc1cc(CCC(=O)N2CCN(c3ncccn3)CC2)cc(OC)c1OC | 0.0% | 7.4% | 8.5%
Cc1ccccc1NC(=O)c1cccc(C(=O)Nc2ccccc2C)c1 | . | ? | ?
O=C(Cc1cccc(NC(=O)C2CCN(C(=O)c3ccccc3)CC2)c1)Nc1cccc(C(=O)N2CCCCC2)c1 | . | -5.2% | 15.5%
CCS(=O)(=O)N1Cc2ccccc2CC1C(=O)Nc1nnc(SCc2ccc(C#N)cc2)s1 (centres undefined) | 8.1% | ? | -24.0%
CCOc1ccc(OCCN2CCCCC2)cc1 | -9.5% | -15.1% | -26.3%
COc1ccc(-c2cnc(SCC(=O)Nc3cc(C)on3)n2Cc2ccco2)cc1 | 11.0% | ? | -17.4%
Nc1ccccc1/C=N\N=C/c1ccccc1N | . | -7.7% | 1.3%
Cc1oc(-c2cccc(Cl)c2)nc1CN1CCC(C(=O)NCc2ccco2)CC1 | 8.8% | ? | -26.9%
CCc1cc(/C(Cc2cscn2)=N\O)c(O)cc1O | 3.4% | ? | -10.7%
Cc1ccc2oc(=O)n(CC(=O)N3CCOCC3)c2c1 | 5.7% | -15.5% | -10.5%
